Source: PubChem
IMPase cell inh – IMPase inhibition in cells; CHO-M1 cells, IP1 accumulation, HTRF TR-FRET ratio; 120,000 tested, under 10 active; AID 901; inhibition (IP1 accumulation), % at 46.1 µM; active = well fitted curve in the direction sought with a large enough effect in the signal ratio, not every such curve was filed as active; inconclusive = small, poorly fitted or top-dose-only effect, or a change in a side signal; inactive = no such curve, though single readings can be large or run the other way; the % refers to the signal ratio;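 also: cells stimulated with carbachol in lithium chloride buffer; plate controls were DMSO basal wells for no effect and reference inhibitor wells for full effect; higher means more IMPase inhibition seen as more IP1 and lower FRET ratio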
Target sequence (P97697 whole entry, looked up): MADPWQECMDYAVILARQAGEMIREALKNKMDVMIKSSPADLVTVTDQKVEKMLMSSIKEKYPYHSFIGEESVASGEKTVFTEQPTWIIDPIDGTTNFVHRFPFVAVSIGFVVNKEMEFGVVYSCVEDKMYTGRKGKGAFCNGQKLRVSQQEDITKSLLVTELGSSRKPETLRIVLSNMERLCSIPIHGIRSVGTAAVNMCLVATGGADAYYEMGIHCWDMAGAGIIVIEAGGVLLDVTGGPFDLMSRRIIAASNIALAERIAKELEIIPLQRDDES
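In this qHTS, compounds (final up to 46 uM) act on CHO-M1 cells that are then activated through the M1 receptor with carbachol, in pH 7.4 buffer containing 50 mM LiCl, for 30 min. IP1 accumulation is quantified by the IP-One immunoassay.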
ALOX15B inhib – 15-hLO-2 (ALOX15B) enzyme inhibition; O15296; purified 15hLO-2, xylenol orange hydroperoxide absorbance; Potency, µM (doses to about 57.1 µM), for the others: at the top dose activity change, negative = inhibition, hits mostly inhibitors; 0.56% of 110,000 active; AID 881; also: potency is read from the fitted curve at half-maximal effect; nearly all actives have a fitted effect of over 60% in size; many of its hits are not listed in these tables
Target sequence (O15296 whole entry, looked up): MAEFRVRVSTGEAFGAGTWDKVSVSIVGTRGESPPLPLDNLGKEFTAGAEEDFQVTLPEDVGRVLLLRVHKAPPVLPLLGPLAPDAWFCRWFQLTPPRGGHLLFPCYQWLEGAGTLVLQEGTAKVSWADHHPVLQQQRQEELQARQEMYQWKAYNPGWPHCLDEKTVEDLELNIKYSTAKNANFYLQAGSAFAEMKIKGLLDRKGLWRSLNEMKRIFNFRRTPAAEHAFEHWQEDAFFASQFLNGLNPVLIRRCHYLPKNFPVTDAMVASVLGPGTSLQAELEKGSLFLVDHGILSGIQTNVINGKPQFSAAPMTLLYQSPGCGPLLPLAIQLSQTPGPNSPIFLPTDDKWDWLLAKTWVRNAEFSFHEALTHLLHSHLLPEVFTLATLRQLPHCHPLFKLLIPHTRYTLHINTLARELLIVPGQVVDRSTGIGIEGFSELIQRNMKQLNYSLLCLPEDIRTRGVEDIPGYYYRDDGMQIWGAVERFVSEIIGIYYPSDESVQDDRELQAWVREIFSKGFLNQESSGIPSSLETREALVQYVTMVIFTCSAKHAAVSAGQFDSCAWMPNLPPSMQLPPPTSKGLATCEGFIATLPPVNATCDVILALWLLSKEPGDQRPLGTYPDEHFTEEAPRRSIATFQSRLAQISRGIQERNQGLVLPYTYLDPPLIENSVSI
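Purified human 15hLO-2 (50 nM) preincubated 15 min with compound, then 45 uM arachidonic acid for 90 min at RT in 25 mM Hepes pH 7.5, 0.01% Triton X-100. Hydroperoxide detected by Fe-xylenol orange; 573/405 nm absorbance ratio.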
ALOX12 inhib – inhibitors of human 12-lipoxygenase (ALOX12). AID 1452. purified 12-hLO, xylenol orange hydroperoxide absorbance. 0.12% of 150,000 active. Potency, µM (highest dose often 57.1 µM), for the others: at the top dose activity change, negative = inhibition, usual class: inhibitors; also: potency is read from the fitted curve at half-maximal effect; nearly all actives have a fitted effect of over 55% in size; many of its hits are not listed in these tables
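150 nM 12hLO, 25 mM Hepes pH 7.0 + 0.01% Triton X-100; cpd preinc 15 min RT; 40 uM arachidonic acid, 30 min RT; Fe-XO 30 min; A573/A405 ratio as read-out.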
PNC assembly inh – perinucleolar compartment assembly inhibition; activity change (PNC), negative = inhibition, % at 10 µM; 3.1% of 140,000 active; AID 2417; PC3M PTB-GFP, PNC prevalence imaging, 16 h; stronger effect = lower value;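 active = readout at or below -70, meaning at least 70% loss of cells showing the perinucleolar compartment, a nuclear body marking cancer cells; inconclusive = readout between -30 and a set limit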;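 also: plate controls were DMSO wells for no effect and camptothecin positive control wells for full effect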
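Read-out is percentage of cells bearing a perinucleolar compartment, from automated 20x imaging of fixed, Hoechst-stained PC3M PTB-GFP cells. Cells were seeded 4 h, then exposed 16 h to compound (23 nl of library stock) in duplicate plates.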
Starred values were filed as active, the others as inactive; u = inconclusive; x = no result given; [ ] = remark or other dose. Unless noted, calls follow the shape of the dose curve; as a rule, active = well fitted curve in the direction sought with a large enough effect; inconclusive = small, poorly fitted or top-dose-only effect, or another doubt; inactive = no such curve, though single readings can be large; an effect the other way counts as inactive or inconclusive. Unless noted, % is scaled to controls: 0 for no effect and ±100 for the full control effect. Rows were taken by chance; 3.1% or so of the library scored in one or more.

SMILES	IMPase cell inh	ALOX15B inhib	ALOX12 inhib	PNC assembly inh
Cc1ccc(NC(=O)CN2C(=O)S/C(=C\c3ccc(-c4cccc(C(=O)O)c4C)o3)C2=O)cc1	-3	u	-6%	-5
COC(=O)c1ccc(NS(=O)(=O)c2ccc3c(c2)oc(=O)n3C)cc1	9	4%	-8%	-27
Cc1cc(C)cc(NC(=O)CCNS(=O)(=O)c2ccc3c(c2)oc(=O)n3C)c1	-8	x	-2%	-100*
Cc1cc(C2C(C#N)=C(N)OC3=C2C(=O)CC(C)(C)C3)c(C)s1 (stereo unspecified)	-12	2%	-3%	32
COc1ccc(-n2nc(C(=O)NCC(=O)NCC3CCCO3)c3ccccc3c2=O)cc1 (stereo unspecified)	10	-4%	-2%	-9
O=C(COC(=O)c1cc(-c2cccs2)nn1-c1ccccc1)Nc1ccc(F)c([N+](=O)[O-])c1	x	x	-2%	6
COc1ccc(-c2nc(CSCC(=O)NCc3ccc4c(c3)OCO4)c(C)o2)cc1OC	12	x	-4%	-92*
CCC1CCCCN1C(=O)CSc1nc2c(cnn2-c2ccc(C)cc2)c(=O)[nH]1 (stereo unspecified)	-4	-1%	0%	-29
COc1ccc(CNC(=O)C(C#N)c2nc3ccccc3nc2N2CCCC2)cc1 (stereo unspecified)	-6	-12%	-20%	u
C1CNCCOCCNCCN1	-2	12%	2%	73
C=CCn1c(Cc2cccc3ccccc23)n[nH]c1=S	x	x	-5%	-25
Cc1cc(C)nc(N2CCC(C(=O)NCc3ccco3)CC2)n1	-1	2%	6%	-23
COc1c(C)cc(Br)cc1C(=O)Nc1cccc(-c2nc3ncccc3o2)c1	10	-2%	-1%	31
Cc1cc(NC(=O)c2cc(C(C)C)on2)no1	-1	-9%	3%	43
Cc1ccccc1-c1nn[nH]n1	1	2%	4%	u
S=C(NCCc1ccccc1)NCC1CCCO1 (stereo unspecified)	x	x	-3%	-9
O=C(C[n+]1cc(-c2ccccc2)n2c1CCC2)Nc1nc(-c2ccc(F)cc2)cs1	12	x	1%	-23
CCOc1ccc(C(Nc2ccc(C)cc2)P2(=O)OCCC(C)O2)cc1 (stereo unspecified)	9	0%	0%	-14
O=C1NN(c2ccccc2)C(=O)/C1=C\c1cccc(OC(=O)c2cccs2)c1	-1	16µM*	u	-6
O=C(c1ccc(Cl)cc1)N1CCC(O)(CSc2ccc(Cl)cc2Cl)CC1	-6[1.84 µM]	-7%[11.4 µM]	-7%	-12
Cc1csc(-c2nc3ccccc3n2C)n1	-8	2%	-3%	x
CC1(C)CC(=O)C(C=NCCN2CCN(CCCCS(=O)(=O)O)CC2)=C(O)C1	-8[1.84 µM]	5%[11.4 µM]	3%	u
O=C(Cc1ccc2c(c1)OCCO2)c1c(O)cc(O)cc1O	5	-5%	-16%	2
CC1CCCCN1C(=O)Cn1c(=O)n(C2CCCCC2)c(=O)c2ccccc21 (stereo unspecified)	1	-2%	5%	17
COc1ccc(S(=O)(=O)Cc2ccc(C(=O)NC3CC3)o2)cc1	-1	2%	13%	u

An excerpt of these results, with values under each structure:
Values run as follows: IMPase cell inh, ALOX15B inhib, ALOX12 inhib, PNC assembly inh
S=C(NCCc1ccccc1)NCC1CCCO1 (stereo unspecified)
  x, x, -3%, -9
O=C(C[n+]1cc(-c2ccccc2)n2c1CCC2)Nc1nc(-c2ccc(F)cc2)cs1
  12, x, 1%, -23
CCOc1ccc(C(Nc2ccc(C)cc2)P2(=O)OCCC(C)O2)cc1 (stereo unspecified)
  9, 0%, 0%, -14
O=C1NN(c2ccccc2)C(=O)/C1=C\c1cccc(OC(=O)c2cccs2)c1
  -1, 16µM*, u, -6
O=C(c1ccc(Cl)cc1)N1CCC(O)(CSc2ccc(Cl)cc2Cl)CC1
  -6[1.84 µM], -7%[11.4 µM], -7%, -12
Cc1csc(-c2nc3ccccc3n2C)n1
  -8, 2%, -3%, x

Going on with the list:
SMILES	IMPase cell inh	ALOX15B inhib	ALOX12 inhib	PNC assembly inh
Cc1ccc2c(c1)C1CN(C)CCC1N2C(=O)Nc1ccc(Cl)cc1 (stereo unspecified)	3	22%	-4%	u
O=C(COc1ccccc1)NCc1ccc2c(c1)OCO2	-1	-1%	-3%	24
COCCn1c(=NC(C)=O)sc2cc([N+](=O)[O-])ccc21	x	x	-3%	14
CCCc1cc(C(N)=O)c(NC(=O)c2ccco2)s1	20	2%[2.29 µM]	-4%	9
CCOC(=O)N1CCC(NC(=O)CN2C(=O)CSc3ncccc32)CC1	u	3%	-1%	32
CC(NC(=O)c1cccnc1)c1ccc2c(c1)OCO2 (stereo unspecified)	-14	7%	4%	u
CCCC(=O)NNC(=O)c1ccoc1C	x	x	1%	-18
O=C(CCn1nnc2ccccc21)Nc1nnc(-c2ccccc2F)s1	-4	-3%	-5%	18
O=C1CC(N2CCC(O)(c3ccc(Cl)cc3)CC2)C(=O)N1Cc1ccc(N2CCCC2=O)cc1 (stereo unspecified)	7	-13%	2%	10
Cc1sc(-n2cccc2)c(C(=O)O)c1C	-3	-8%	-12%	-8
CCn1c(/C=C2\C(=O)N(C)c3ccccc32)nc2ccccc2c1=O	9	-9%	-13%	u
CCCOc1ccc(Br)cc1/C=N/O	7	0%	-18%	-17
CS(=O)(=O)N(CCC(=O)O)Cc1ccccc1	-3	-3%	-5%	5
CC(C)(C)c1cc(C(=O)NCc2ccco2)ccn1	9	4%	2%	u
CC(CC(C)C(=O)N1CCOCCN(C(=O)C(C)CC(C)C(=O)O)CCOCC1)C(=O)O (stereo unspecified)	-4	-2%	0%	1
C=CCn1c(-c2cc(OC)cc(OC)c2)n[nH]c1=S	-6	14%	-4%	-28
Cc1cc(C(F)(F)F)c2c(C)nn(CCc3nn[nH]n3)c2n1	-5	-3%	-1%	u
O=C(NC1CCCCCC1)c1ccc(S(=O)(=O)NCc2ccco2)cc1	0	0%	-4%	3
CCOc1ccc2oc(=O)cc(C)c2c1	-10	4%	0%	u
CC(C)C(=O)Nc1sc2c(c1C#N)CCCCC2	12	x	5%	-8
CC1(C)S[C@@H]2[C@H](NC(=O)[C@@H](N)c3ccc(O)cc3)C(=O)N2[C@H]1C(=O)O	-4[20.6 µM]	11%[25.6 µM]	0%[25.6 µM]	x
Cc1ccccc1C1(CCN2CCCCC2)CCOC(C)(C)C1 (stereo unspecified)	x	x	3%	-7
COCCCn1c2nc3ccccc3nc2c2c(=O)n(CC3CCCO3)cnc21 (stereo unspecified)	13	-4%	-2%	-23
CCOc1ccc(S(=O)(=O)n2cnc3cc(C)c(C)cc32)cc1	1	8%	0%	-23
Cc1ccc2c(c1)NC(=O)C(CC(=O)NCCCN1CCCC1)O2 (stereo unspecified)	12	7%	-2%	27

ALOX15B inhib, entries above that show a hit
| SMILES | IMPase cell inh | ALOX15B inhib | ALOX12 inhib |
| --- | --- | --- | --- |
| O=C1NN(c2ccccc2)C(=O)/C1=C\c1cccc(OC(=O)c2cccs2)c1 | -1 | 16µM* | u |

The list goes on.
SMILES	IMPase cell inh	ALOX15B inhib	ALOX12 inhib	PNC assembly inh
Cc1cc(C)c2c(-n3cccc3)c(C(=O)O)sc2n1	5	-1%	0%	31
COc1ccc(CCCC(=O)O)c(C)c1	-4	-6%[11.4 µM]	6%[11.4 µM]	186
Cc1ccc2nc(-c3cccc(NS(C)(=O)=O)c3)cc(-c3ccccc3)c2c1	9	x	3%	u
NC(=O)c1ccccc1N/C=C/C(=O)c1ccc(Cl)cc1Cl	6	3%	-6%	15
CCOC(=O)C1=C(Cc2ccc(OC)cc2)C(=O)c2ccccc2C1=O	9	13µM*	-21%	-21
Cc1nn(Cc2ccccc2Cl)c(Cl)c1C(=O)NCCc1ccccc1	x	x	-5%	4
Cc1oc2nc(SCC(=O)N3CCCCC3)nc(N)c2c1C	x	x	-2%	4
COC(=O)c1ccc(CSc2ccc3nnc(-c4ccccc4)n3n2)o1	10	-2%	-7%	-98*
O=S(=O)(Nc1ccc(N=Nc2ccccc2)cc1)c1ccccc1	0	x	-14%	-28
Cc1ccc(/C=C/C(=O)Nc2sc(C)c(C)c2C(=O)OC(C)C)o1	x	x	-2%	-11
COc1ccc(C(=O)N(Cc2nc(-c3ccc(C)cc3)no2)C(C)C)cc1OC	4	-2%	-5%	33
COC(=O)c1sc2ccccc2c1-n1cccc1C(=O)C(=O)Nc1ccc(C)cc1	4	-7%	-4%	16
CCCCN(CC)CCNC(=O)Cn1cnc2sc(C)c(S(=O)(=O)N3CCOCC3)c2c1=O	-2	x	-3%	-100*
CCOC(=O)c1c(C)[nH]c(C(=O)COC(=O)c2[nH]c(C)c(C(C)=O)c2C)c1C	1	-9%	6%	17
Cc1ccc(S(=O)(=O)Nc2ccnc3ccccc23)cc1	-6	2%	1%	u
O=C(NCc1ccco1)C1(c2ccc(Br)cc2)CCCC1	0	-9%	8%	9
COc1ccc(N2C(=O)CC(S/C(N)=N/N=C/c3ccnc4ccccc34)C2=O)cc1 (stereo unspecified)	x	x	0%	-9
CCCCCC1CC(CC(=O)Nc2nncs2)C(=O)O1 (stereo unspecified)	1	x	-7%	-100*
S=c1[nH]nc(C2CCCCC2)n1/N=C/c1ccc(Br)s1	6	u	0%	11
COCC(=O)N1CCC2(CCCN(c3ccccc3)C2)CC1	x	1%	2%	x
Cc1ccc(-c2nc(COC(=O)c3c(C)noc3C)cs2)cc1	4	5%	-5%	19
CC1CCCC(NC(=O)COC(=O)c2sc3ccccc3c2Cl)C1C (stereo unspecified)	-5	x	-5%	-29
Nc1nnc(SCC(=O)NC2CCCCC2)n1-c1ccccc1	5	5%	2%	-18
Cc1nn(-c2ccccc2)c(C)c1/C=N/NC(=O)c1cc(-c2ccc(Br)s2)[nH]n1	1	19%	-1%	-27

Sorted by value in IMPase cell inh (falling): some entries from above.
Structure	IMPase cell inh	ALOX15B inhib	ALOX12 inhib
COC(=O)c1sc2ccccc2c1-n1cccc1C(=O)C(=O)Nc1ccc(C)cc1	4	-7%	-4%
CCOc1ccc(S(=O)(=O)n2cnc3cc(C)c(C)cc32)cc1	1	8%	0%
CC1CCCC(NC(=O)COC(=O)c2sc3ccccc3c2Cl)C1C (stereo unspecified)	-5	x	-5%

Taken from the results shown, 2 compounds:
SMILES	IMPase cell inh	ALOX15B inhib	ALOX12 inhib	PNC assembly inh
Nc1nnc(SCC(=O)NC2CCCCC2)n1-c1ccccc1	5	5%	2%	-18
Cc1nn(-c2ccccc2)c(C)c1/C=N/NC(=O)c1cc(-c2ccc(Br)s2)[nH]n1	1	19%	-1%	-27
